COUP-TFII inh: blocks human COUP-TFII nuclear receptor | HEK293T NGFI-A luciferase reporter, luminescence | inhibition, % at 8.6 µM | hit rate 0.7% among 370,000 | P24468;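 active = inhibition above a per-plate cutoff, mean inhibition of test wells between control levels plus 3 SD, cut at about 38% in these data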;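 also: cells cotransfected with COUP-TFII expression vector driving the NGFI-A reporter; 0% = median of COUP-TF2 test wells and 100% = reporter-only cells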
Target sequence (P24468 whole entry, looked up): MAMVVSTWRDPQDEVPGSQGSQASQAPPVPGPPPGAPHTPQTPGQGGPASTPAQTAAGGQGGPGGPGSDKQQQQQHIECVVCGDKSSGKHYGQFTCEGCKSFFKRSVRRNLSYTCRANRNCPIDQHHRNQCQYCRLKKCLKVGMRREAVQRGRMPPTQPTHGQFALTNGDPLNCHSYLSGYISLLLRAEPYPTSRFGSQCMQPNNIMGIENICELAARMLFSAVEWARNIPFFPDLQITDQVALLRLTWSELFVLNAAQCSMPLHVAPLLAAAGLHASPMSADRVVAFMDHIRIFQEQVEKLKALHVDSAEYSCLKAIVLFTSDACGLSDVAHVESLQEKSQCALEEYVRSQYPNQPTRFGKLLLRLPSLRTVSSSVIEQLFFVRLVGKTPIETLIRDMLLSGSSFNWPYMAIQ
SRC1 inh: inhibitors of human steroid receptor coactivator 1 (SRC1). Q15788. HEK293 GAL4-SRC1 luciferase reporter, luminescence. inhibition, % at 3.6 µM. hit rate 0.12% among 360,000. AID 588354;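 active = inhibition above the campaign mean plus 3 SD, with each screening campaign given its own cutoff, cut at about 60% in these data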;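 also: 0% = DMSO treated cells and 100% = gossypol at 36 µM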
LMP1 NFkB inh: reduces LMP1-driven NF-kappaB luciferase signal; hit rate 0.69% among 350,000; LMP1-induced NF-kappaB luciferase reporter cells, luminescence; inhibition, % at 12.5 µM; in the data active = inhibition above about 41%;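 also: 0% = neutral control wells and 100% = reference inhibitor control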
TWEAK-Fn14 inh: inhibitors of TWEAK-Fn14 interaction signaling; TWEAK-stimulated Fn14 reporter cells, luciferase luminescence, 8 h; inhibition, % at 10 µM; hit rate 2% among 360,000; in the data active = inhibition above about 50%
NCOA2 inhibitor: human SRC2 (NCOA2) inhibition; Q15596; HEK293 GAL4-SRC2 luciferase reporter, luminescence; inhibition, % at 9 µM; hit rate 0.17% among 370,000; AID 651957;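 active = inhibition above the mean inhibition of all tested compounds plus 3 SD, set per campaign, cut at about 52% in these data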;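 also: 0% = DMSO treated cells and 100% = cells given Gossypol at 36 µM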
KKLEB tox: reduces viability of KKLEB cystic fibrosis airway cells. KKLEB CF airway cells viability, ATPlite luminescence, overnight; active compounds read low; cells stimulated with P. aeruginosa culture filtrate. activity change (cytotoxicity), % at 5 µM. AID 602141. hit rate 0.36% among 360,000;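 active = corrected activity change at or below -50% at 5 µM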
CF NFkB inh: inhibitors of cystic fibrosis induced NF-kB. KKLEB NF-kB-GFP reporter, PAF-induced, GFP fluorescence overnight. inhibition, % at 5 µM. hit rate 0.86% among 360,000;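 active = at least 50% inhibition at 5 µM, scaled per plate between neutral and stimulator controls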;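 also: PAF is a Pseudomonas aeruginosa culture filtrate used as stimulus; plate controls were PAF-stimulated DMSO wells for no effect and unstimulated DMSO wells for full effect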
LRH-1 inv ag: inverse agonists of human LRH-1 (NR5A2); hit rate 0.13% among 360,000; inhibition, % at 3.6 µM; O00482; AID 602396; HEK293T StAR-luciferase reporter, LRH-1 transfected, 24 h;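 active = inhibition above the mean inhibition of all tested compounds plus 3 SD, cut at about 73% in these data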;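 also: 0% = DMSO wells and 100% = reporter-only cells lacking LRH-1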
Target sequence (O00482 whole entry, looked up): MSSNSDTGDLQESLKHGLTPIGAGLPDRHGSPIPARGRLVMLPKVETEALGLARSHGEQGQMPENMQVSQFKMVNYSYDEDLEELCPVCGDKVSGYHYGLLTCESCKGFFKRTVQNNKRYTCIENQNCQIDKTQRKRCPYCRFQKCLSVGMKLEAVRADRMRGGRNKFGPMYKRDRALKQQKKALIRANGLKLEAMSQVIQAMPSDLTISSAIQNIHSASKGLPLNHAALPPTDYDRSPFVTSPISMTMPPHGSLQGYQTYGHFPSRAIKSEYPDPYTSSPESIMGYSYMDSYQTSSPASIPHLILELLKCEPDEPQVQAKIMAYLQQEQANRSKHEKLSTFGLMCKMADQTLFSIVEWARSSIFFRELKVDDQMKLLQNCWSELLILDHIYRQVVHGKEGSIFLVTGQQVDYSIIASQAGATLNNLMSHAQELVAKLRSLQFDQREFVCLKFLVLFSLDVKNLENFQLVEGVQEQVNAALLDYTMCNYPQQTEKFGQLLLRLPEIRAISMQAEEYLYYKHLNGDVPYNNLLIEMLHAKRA
TROY signal inh: blocks TROY-dependent signaling in reporter cells | hit rate 0.98% among 360,000 | Q293 LMP1-TROYcd NF-kB luciferase reporter, 4 h | inhibition, % at 10 µM | AID 1347056;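 active = compounds whose plate-normalised and pattern-corrected inhibition of the luciferase reporter signal at the single screening dose is 50% or more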
TRAIL sens C8: caspase-8 TRAIL sensitization. NB7+C8 cells + TRAIL, ATPlite viability luminescence. hit rate 1% among 360,000. inhibition (viability loss, TRAIL sensitization), % at 10 µM;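 active = compounds causing at least 50% loss of cell viability in the single-dose screen, relative to plate controls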
SRC3 inh: human NCOA3 inhibition; HEK293 GAL4-SRC3 luciferase reporter, luminescence; inhibition, % at 3.6 µM; hit rate 0.17% among 360,000;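 active = inhibition above a per-campaign cutoff, the mean of all compounds plus 3 SD, cut at about 60% in these data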;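 also: 0% = DMSO-treated cells and 100% = gossypol-treated cells at 36 µM; higher means less SRC3-driven luciferase light from the GAL4 reporter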
Active calls of the source: *; · = no result given.

no.	SMILES	COUP-TFII inh	SRC1 inh	LMP1 NFkB inh	TWEAK-Fn14 inh	NCOA2 inhibitor	KKLEB tox	CF NFkB inh	LRH-1 inv ag	TROY signal inh	TRAIL sens C8	SRC3 inh
1	COc1ccccc1NS(=O)(=O)c1cc(NC(=O)c2ccccc2F)ccc1N1CCOCC1	5	7	2	3	9	17	1	-10	-8	1	5
2	CC(NC(=O)C1CCN(Cc2ccc(Oc3ccccc3)cc2)CC1)c1cccc2ccccc12 (centres undefined)	-2	-3	·	18	-1	-18	18	-1	27	-9	-17
3	CC/C(=N/O)C(=O)c1ccc(Br)cc1	-8	-4	-4	-10	14	-12	8	2	8	-1	-1
4	COc1ccc(C2c3c(oc4ccccc4c3=O)C(=O)N2c2ccccn2)cc1 (centres undefined)	-18	-8	-8	-1	-10	-12	11	1	-15	21	15
5	CCN(CC)S(=O)(=O)c1ccc(Cl)c(NC(=O)COC(=O)/C=C/c2cc(OC)c(OC)c(OC)c2)c1	0	-27	-7	13	8	-9	0	-6	-8	9	15
6	COc1cccc2cc(C(=O)Nc3cc(Cl)ccc3N3CCOCC3)c(=O)oc12	·	1	-35	-45	·	-18	42	14	12	12	0
7	Cc1ccc(NC(=O)c2nc[nH]c2C(=O)NCCCCCCNC(=O)c2[nH]cnc2C(=O)Nc2ccc(C)cc2)cc1	-10	-14	-37	13	-3	4	4	-12	-11	16	6
8	O=C(COc1cccnc1[N+](=O)[O-])Nc1ccccc1Sc1ccccc1	-7	-4	-2	-20	4	-8	-6	7	11	0	26
9	COc1ccc(-c2noc(CN(C)Cc3ccccc3)n2)cc1	0	8	5	-12	-9	-8	14	6	-2	-3	-7
10	O=C(c1ccco1)N1CC2(CC(c3ccc(Cl)cc3)=NO2)CN1Cc1ccc(Br)cc1 (centres undefined)	-11	-10	8	15	-4	-6	-4	6	5	13	-12
11	COc1ccc(CCNC(=O)CSc2nc(=O)n3cccc(C)c3n2)cc1OC	10	1	0	-2	-1	0	1	-3	-5	-13	-3
12	Cc1sc2nc(SCC(=O)N(C)Cc3ccccc3)n(-c3ccccc3)c(=O)c2c1C	4	-4	3	38	-24	0	-2	6	10	15	-2
13	O=C(c1cc(-c2ccc(Cl)s2)nc2ccccc12)N1CCOCC1	0	-22	-7	-5	-26	0	-3	9	-23	8	-10
14	N#Cc1c(NC(=O)c2ccncc2)sc2c1CCC2	·	-17	-5	-3	·	3	-16	9	-2	21	-11
15	Cc1cc(NS(=O)(=O)c2ccc(NC(=O)c3ccc(Br)o3)cc2)nc(C)n1	-3	-6	0	-24	-1	-2	-41	-3	-1	-6	9

New compounds follow
no.	SMILES	COUP-TFII inh	SRC1 inh	LMP1 NFkB inh	TWEAK-Fn14 inh	NCOA2 inhibitor	KKLEB tox	CF NFkB inh	LRH-1 inv ag	TROY signal inh	TRAIL sens C8	SRC3 inh
16	CCOC(=O)CCc1c(C)c2ccc(OCC(=O)OC(C)C)cc2oc1=O	-19	-13	-6	-21	-17	7	-2	-4	4	-2	21
17	COc1cc(NC(=O)C2CC2)c(OC)cc1NC(=O)CCC(=O)NC1CCN(Cc2ccccc2)CC1	-3	6	3	-22	-2	12	-19	12	-14	-13	-3
18	COc1ccc2sc(N(CCCN(C)C)C(=O)c3ccc(S(=O)(=O)N4CCc5ccccc5C4)cc3)nc2c1	-20	-9	-54	-263	-34	-98*	74*	7	17	93*	3
19	CCc1noc(C)c1C(=O)Nc1ccc(C)c(S(=O)(=O)N2CCCCCC2)c1	10	7	8	10	14	-11	10	-13	19	-4	-7
20	Cc1ccc(-c2c3c(=O)n(C)c(=O)n(C)c3cn2Cc2cccnc2)cc1	12	-6	1	4	11	-5	-4	-5	25	-14	4
21	Cc1ccc(-c2nn(CC(=O)NCc3cc(-c4nn(C)c(=O)c5ccccc45)ccc3C)c(=O)c3ccccc23)cc1	9	-2	-12	24	-15	8	0	6	7	62*	4
22	O=C(COc1ccc(/C=N/NC(=O)C(=O)N2CCCCCC2)cc1)Nc1ccccc1Cl	8	-4	-3	0	-3	8	-13	12	20	6	-10
23	Cc1cccc(COC[C@H](CC(C)C)N2CCN(C(=O)c3ccc(C(C)(C)C)cc3)CCC2=O)c1	12	·	·	37	-9	·	·	-1	32	5	·
24	N#Cc1ccc(-c2ccc3nccn3c2)cc1	-29	-20	·	-16	-8	-14	7	-22	-8	5	-56
25	O=C(Nc1cc(Cl)ccc1O)c1snnc1-c1ccccc1	27	-3	13	9	-7	-11	28	19	55*	48	7
26	CC1CC(C)CN(C(=O)c2ccc(NC(=O)c3ccc(=O)[nH]c3)cc2)C1 (centres undefined)	-6	-6	0	-8	-30	-6	5	11	-5	6	4
27	CCOc1cccc(/C=N/N=C/c2cccc(OCC)c2O)c1O	-10	-155	-7	4	-9	-4	9	10	-11	15	19
28	O=C(Nc1ccc(S(=O)(=O)N2CCCCCC2)cc1)c1ccc(Br)o1	-4	-19	-7	-16	-57	6	-2	-45	-15	21	-16
29	CC(=O)N(CN1C(=O)c2ccccc2C1=O)c1cccc(C)c1	-8	-10	-6	4	5	6	-6	4	1	-5	3
30	O=C(c1cccc([N+](=O)[O-])c1)c1cc2ccccc2o1	-8	-1	7	-8	-27	-5	-7	7	-55	-9	9

Looked up above:
Under SRC1 inh, compound 30 has -1
Under TWEAK-Fn14 inh, compound 23 has 37

Further records
no.	SMILES	COUP-TFII inh	SRC1 inh	LMP1 NFkB inh	TWEAK-Fn14 inh	NCOA2 inhibitor	KKLEB tox	CF NFkB inh	LRH-1 inv ag	TROY signal inh	TRAIL sens C8	SRC3 inh
31	O=S(=O)(Nc1ccc(N2CCCCC2)cc1)c1ccccc1F	8	-6	·	9	-17	0	-4	-7	-24	-4	-9
32	Cc1scc(-c2n[nH]c(=S)n2C(C)c2ccccc2)c1C (centres undefined)	1	-4	-3	-13	-1	4	5	-4	22	9	6
33	O=C(Nc1ccccc1)Nc1ccccc1C(=O)NCC1CC1	-2	20	-3	4	9	2	19	3	-4	28	21
34	CCCNC(=O)C1(C)CCN1C(=O)c1ccccc1CCc1ccccc1 (centres undefined)	16	-8	·	-15	11	5	-21	18	-15	1	-4
35	CCCS(=O)(=O)N1CCC(C(=O)NCc2ccc(F)cc2)CC1	8	-10	-2	10	-14	4	7	4	3	-11	-2
36	O=C(NN=C1CCCC1)c1[nH]c2ccc(Cl)cc2c1-c1ccccc1	-57	-1	9	8	8	4	-5	17	-4	15	5
37	CCCc1ccc(C(=O)CN2C(=O)C(=O)N(C3CCCC3)C2=O)cc1	4	-41	0	1	-26	0	-32	-1	-18	-8	8
38	CCCNC(=O)c1onc(CSc2ccc(F)cc2)c1C(=O)NCC1CC1	5	-8	3	-14	-28	12	1	-2	-20	0	2
39	CC(C)(C)OC(=O)NCCc1onc(-c2ccccc2F)c1C(=O)O	5	4	-5	-17	-23	-11	0	-21	-11	-9	-6
40	CC1CCC(NC(=O)C(Cc2ccccc2)n2cccc2)CC1 (centres undefined)	-6	11	-5	-9	10	-7	20	-12	3	-9	0
41	Cc1ccc([C@H]2C(C(=O)O)=CC[C@@H](c3ccc(Cl)c(Cl)c3)N2S(=O)(=O)c2ccc(C)cc2)cc1	-9	12	-2	10	-2	5	-4	-9	57*	4	2
42	Cn1c(=O)[nH]c(=O)c2c1nc(SCC(O)CCl)n2Cc1ccccc1 (centres undefined)	-11	-14	-3	1	-6	1	6	-1	-9	3	5
43	Cc1cccc(-c2cc3nc(C)cc(NCCCn4ccnc4)n3n2)c1	-12	-8	3	-53	-38	-12	0	-16	-26	5	-2
44	CCn1c(Cc2ccc(OC)cc2)nnc1SCC(=O)Nc1nc2ccccc2s1	12	-5	-2	3	-9	2	9	-17	7	-17	-12
45	N#CCOC(=O)C1c2ccccc2Oc2ccccc21	-6	-10	6	10	-31	14	-18	15	15	-20	-2

(further entries)
no.	SMILES	COUP-TFII inh	SRC1 inh	LMP1 NFkB inh	TWEAK-Fn14 inh	NCOA2 inhibitor	KKLEB tox	CF NFkB inh	LRH-1 inv ag	TROY signal inh	TRAIL sens C8	SRC3 inh
46	CN(C)CCOC(=O)Cc1ccc(Cl)cc1	8	-13	5	-6	-6	-5	9	2	-60	-11	6
47	CCOC(=O)C1CCCN(C(=O)c2ccccc2NC(C)=O)C1 (centres undefined)	1	-22	31	-1	-42	0	10	-7	1	21	-8
48	COc1ccc(NC(C)=O)cc1S(=O)(=O)Nc1ccc(S(=O)(=O)N2CCCCC2)cc1	1	-5	-13	0	16	-6	26	16	3	-14	3
49	C(=N\Nc1nc(Nc2ccccc2)nc(Nc2ccccc2)n1)/c1ccncc1	2	-2	-6	-5	-1	1	10	0	1	-3	9
50	CCC(=O)N1CCN(C(=O)c2ccccc2)CC1	7	15	2	-1	19	9	-20	1	6	-1	5
51	O=C(CSc1ccccc1C(=O)NCc1ccccc1)NC12CC3CC(CC(C3)C1)C2	-13	4	3	2	-14	-2	-10	5	10	-2	18
52	COc1ccc(CC(=O)Nn2c(-c3ccccc3)nc3ccccc3c2=O)cc1	7	-1	1	-22	1	10	-20	14	9	-6	-1
53	CCOc1cc(S(=O)(=O)Nc2ncn[nH]2)ccc1Br	-16	6	3	1	0	-3	20	3	-6	6	18
54	COCCCN1CC(=O)N2C(c3cccc(OC)c3)c3[nH]c4ccccc4c3C[C@H]2C1=O (some centres undefined)	-8	-3	16	-17	5	4	6	5	5	-10	9
55	COc1ccc(Cl)cc1C(=O)NC1CC(C)(C)NC(C)(C)C1	-23	-11	5	-5	-12	-1	-5	-8	2	1	-4
56	COc1ccccc1CNC(=O)Cn1ccsc1=N	-4	-4	3	-8	2	-4	-1	-31	2	-2	-8

Results in LRH-1 inv ag (2 entries from above):
| No. | structure | LRH-1 inv ag |
| --- | --- | --- |
| 46 | CN(C)CCOC(=O)Cc1ccc(Cl)cc1 | 2 |
| 52 | COc1ccc(CC(=O)Nn2c(-c3ccccc3)nc3ccccc3c2=O)cc1 | 14 |

Screens (PubChem)

Rows were taken by chance, and some 4.2% of all compounds hit somewhere here.
